Source: PubChem (several laboratories)
GPR55 antagonists: GPR55 antagonists blocking LPI-driven arrestin recruitment, primary screen, imaging, U2OS, beta-arrestin-GFP, LPI agonist (AID 2013); U2OS GPR55 beta-arrestin-GFP translocation imaging, LPI antagonism; higher % means a stronger effect; one-dose inhibition, % at 10 µM; IC50 in µM for titrated hits; 0.13% of 290,000 active;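 active = spots per cell inhibited over 60%, with over 100 cells counted and total cytoplasm intensity under 500,000; inconclusive = wells with under 100 cells, flagged as likely toxic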;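 also: U2OS cells stably carrying GPR55 and arrestin-GFP stimulated by 5 µM LPI near EC80; imaged beta-arrestin-GFP aggregate spots per cell after agonist stimulation; plate controls were LPI-stimulated DMSO wells for no effect and DMSO wells without LPI for full effect; some results filed as inactive read as strong as hits; confirmed hits need IC50 under 10 µM and bright autofluorescent wells are also inconclusive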
GPR55 activation: selective activators of receptor GPR55 – imaging, U2OS cells, beta-arrestin-GFP redistribution, primary screen (AID 1961); U2OS GPR55 beta-arrestin-GFP redistribution imaging; higher % means a stronger effect; activation, % at 10 µM; hits with a dose series show EC50 in µM; 0.048% of 290,000 active;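 active = activation above 40% with more than 50 cells counted in the well; inconclusive = wells holding fewer than 50 cells, flagged as toxic or sparse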;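 also: U2OS osteosarcoma cells stably expressing GPR55 and beta-arrestin-GFP; plate controls were DMSO negative control for no effect and LPI positive control for full effect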
KOR beta-arrestin-1: kappa opioid receptor blockers – cell-based, luminescence, uHTS (AID 1778). KOR beta-arrestin recruitment, luminescence, antagonist mode; higher % means a stronger effect. one-dose inhibition, % at 10 µM; IC50 in µM for titrated hits. 0.091% of 290,000 active; in the data active = inhibition above about 50%; also: strong numbers were not always called active
GPR35 antagonists: inhibition of zaprinast-stimulated GPR35 beta-arrestin translocation – imaging, U2OS, beta-arrestin-GFP, zaprinast agonist, primary screen (AID 2058); U2OS GPR35 beta-arrestin-GFP translocation imaging, zaprinast antagonism; higher % means a stronger effect; 0.052% of 290,000 active; one-dose inhibition, % at 10 µM; IC50 in µM for titrated hits;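 active = inhibition of at least 50% with at least 30 cells and total cytoplasm GFP at most 10,000,000; inconclusive = under 30 cells or total GFP of 10,000,000 plus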
UTI89 phage lysis: inhibition of K1F phage lysis, E. coli UTI89, bacterial capsule biogenesis inhibitors, alamar blue (AID 488966) | E. coli UTI89 K1F phage lysis, alamar blue, 2 h; higher % means a stronger effect | 0.02% of 340,000 active | inhibition, % at 100 µM, or IC50 in µM where a hit was titrated;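 active = phage lysis inhibition, versus mean bacterial control, above a set limit; inconclusive = no clear call, values can overlap the other calls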;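 also: capsule biogenesis inhibitors block K1F phage lysis so surviving cells raise fluorescence; higher fluorescence means more inhibition of phage lysis; actives were called in the ten point dose series up to 300 µM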
NTR1 ag: agonists of NTR1, primary screen, imaging, U2OS cells, beta-arrestin-GFP, high content (AID 493036); P30989; 0.17% of 330,000 active; activation, % at 20 µM; NTR1-U2OS beta-arrestin-GFP spot imaging, agonist mode;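 active = activation at or above 40% of the spot to cytoplasm intensity ratio, with at least 20 cells analyzed; inconclusive = wells under 20 cells, flagged as cytotoxic or low count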;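 also: 0% = DMSO without peptide and 100% = 100 nM NTR1 peptide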
Target sequence (P30989 whole entry, looked up): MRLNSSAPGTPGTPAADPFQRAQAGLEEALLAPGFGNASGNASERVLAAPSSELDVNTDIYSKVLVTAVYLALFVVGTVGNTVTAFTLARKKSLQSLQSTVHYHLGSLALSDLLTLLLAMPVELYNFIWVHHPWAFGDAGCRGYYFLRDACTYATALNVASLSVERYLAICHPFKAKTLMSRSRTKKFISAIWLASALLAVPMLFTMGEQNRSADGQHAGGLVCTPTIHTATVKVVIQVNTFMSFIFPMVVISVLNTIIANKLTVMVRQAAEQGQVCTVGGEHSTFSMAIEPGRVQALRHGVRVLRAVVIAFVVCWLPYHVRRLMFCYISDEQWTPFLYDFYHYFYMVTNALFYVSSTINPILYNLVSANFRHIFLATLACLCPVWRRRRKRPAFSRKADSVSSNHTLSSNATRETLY
MgcRacGAP inhibition: MgcRacGAP GTPase-activating activity inhibitors, confirmation, biochemical, ADP Hunter fluorescence; 0.6% of 340,000 active; MgcRacGAP-stimulated Rac1 GTP hydrolysis, ADP Hunter fluorescence; higher % means a stronger effect; GST-tagged Rac1 F28L mutant substrate; inhibition, % at 30 µM; hits with a dose series show IC50 in µM;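 active = first-screen hits whose inhibition reached a set limit at any dose in the follow-up dose series; inconclusive = inhibition above the set first-screen limit but never retested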;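 also: fluorescence reports GDP produced by GAP-driven GTP hydrolysis; strong numbers were not always called active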
KOR beta-arrestin-2: KOR agonists, beta-arrestin recruitment, primary screen, cell-based, luminescence, uHTS (AID 1777). KOR beta-arrestin recruitment, luminescence; higher % means a stronger effect. one-dose activation, % at 10 µM; EC50 in µM for titrated hits. 0.02% of 280,000 active; in the data active = activation above about 50%, passing the limit was not always enough; also: a part of the inactive calls stands beside numbers as strong as those of hits
NOD1 NF-kB reporter: NOD1 signaling inhibitors, primary screen, cell-based, luminescence, uHTS (AID 1578) | NOD1-driven NF-kB luciferase reporter cells, luminescence; higher % means a stronger effect | 1% of 290,000 active | inhibition, % at 4 µM; hits with a dose series show EC50 in µM; in the data active = inhibition mostly above about 36%, no sharp cut-off; inactive = mostly below about 34%;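 also: HEK-293T reporter cells stimulated with the NOD1 agonist gamma-tri-DAP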
NTR1 ag cell count 20 µM: further read-out of NTR1 ag, marked with its call; cell count; measured here: cell count, cytotoxicity flag
Starred values were filed as active, the others as inactive; ? = inconclusive; . = not tested or not shown; [ ] = dose if it differs, or a comment. An excerpt; the hit share may differ from the screen's.

SMILES | GPR55 antagonists | GPR55 activation | KOR beta-arrestin-1 | GPR35 antagonists | UTI89 phage lysis | NTR1 ag | NTR1 ag cell count 20 µM | MgcRacGAP inhibition | KOR beta-arrestin-2 | NOD1 NF-kB reporter
CCOc1ccc(CCNC(=O)c2cccs2)cc1OCC | -6% | -0.2% | 8% | 6% | 0.0% | 0.5 | 57 | 6% | -0.2% | -33%
O=C(COC(=O)/C=C/c1cccs1)Nc1cccc(S(=O)(=O)N2CCCC2)c1 | 6% | -0.4% | 13% | -7% | 0.3% | 0.0 | 56 | 1% | -4.3% | -35%
Cc1cc(C)cc(OCC(=O)NNC(=O)C2CCCO2)c1 (stereo not given) | 2% | -0.8% | -29% | -3% | 0.6% | 1.0 | 28 | 0% | 4.4% | -38%
COc1ccc(CCNC(=S)NC(=O)c2cc(OC)c(OC)c(OC)c2)cc1OC | -4% | -0.3% | -9% | 5% | -1.1% | 1.7 | 51 | 0% | 3.3% | 6%
Cn1c(=O)c2c(nc(SCC(=O)N3CCCCCC3)n2C)n(C)c1=O | -4% | 0.8% | -10% | -8% | 2.5% | 1.1 | 103 | 5% | -4.6% | -33%
Cc1ccc(/C=N/NC(=O)c2cc3ccccc3cc2O)o1 | 14% | 0.2% | -14% | 0% | -1.2% | 2.9 | 45 | ? | 3.0% | -28%
CCC(C)NC(=O)Cc1c(OC)ccc2cc(Br)ccc12 (stereo not given) | -5% | 0.2% | -16%[20 µM] | -8% | 0.3% | -0.5 | 56 | 12% | -2.7% | -28%
CCN(CC)c1ccc([N+](=O)[O-])cc1/C=N/NC(=O)CC#N | 2% | -0.1% | -18% | -10% | 7.7% | 0.7 | 41 | 3% | 2.6% | -38%
CNS(=O)(=O)c1cccc(C(=O)OCC(=O)NC(C)CCc2ccccc2)c1 (stereo not given) | 10% | -0.1% | 16% | -1% | -0.1% | -0.2 | 75 | 2% | -6.1% | -5%
O=C(CSc1nc(-c2ccco2)cc(C(F)(F)F)n1)NCC1CCCO1 (stereo not given) | 12% | -0.2% | 12% | 3% | 3.6% | 0.3 | 54 | 2% | -4.9% | -11%
CCN1C(=C(C#N)C#N)C=Cc2cc(C)ccc21 | -2% | -0.3% | -33% | -4% | -0.1% | 0.9 | 47 | 4% | 0.3% | -19%
O=c1c2c(nc3nc(Cc4ccccc4)[nH]n13)CCC2 | 9% | -0.2% | -45% | 12% | 9.9% | -0.6 | 59 | 1% | -5.9% | -6%
Brc1cccc(OCCCCN2CCCCC2)c1 | 10% | -0.4% | . | 7% | 0.8%[50 µM] | -0.1 | 58 | 25% | -0.7% | -41%
CCOC(=O)C(CC)Sc1nc(N)c(NC(=O)c2ccc(OC)c(OC)c2)c(=O)[nH]1 (stereo not given) | 4% | 0.2% | -14% | 4% | 1.3% | -0.3 | 69 | 0% | -0.8% | 10%
Cc1ccccc1-n1c(-c2ccc3ccccc3n2)n[nH]c1=S | 5% | 0.2% | 18% | -4% | -2.1% | 0.0 | 52 | -8% | 0.6% | -2%
Cc1ccc(C)n1-c1cccc(S(=O)(=O)N2CCOCC2)c1 | 3% | 0.1% | 11% | 1% | -0.3% | -0.1 | 83 | 0% | -6.4% | -23%
O=C(Oc1ccc(N(Cc2cccs2)C2=NS(=O)(=O)c3ccccc32)cc1)c1ccco1 | 8% | -0.2% | 0% | 3% | 0.5% | 1.5 | 60 | 8% | -5.7% | -34%
COC(=O)N1CCN(c2ccc(C)cc2)C(C)C1 (stereo not given) | 3% | 0.1% | -21%[20 µM] | 5% | 0.5% | 0.4 | 57 | 9% | 0.4% | -19%
CC(=O)/C=C/c1ccccc1Oc1c(F)c(F)nc(F)c1F | 9% | -0.1% | -47% | -4% | 0.1% | 2.8 | 55 | 4% | -3.6% | 0%
Cc1nc(-c2cn[nH]c2-c2ccc(O)cc2O)cs1 | 6% | 0.0% | -40% | 13% | 0.3% | -0.3 | 102 | 27% | 0.4% | -25%
COc1cc(NC(=O)C2C3C=CC(C3)C2C(=O)O)ccc1NC(=O)c1ccccc1 (stereo not given) | 0% | -0.1% | 0% | 0% | 0.0% | 0.6 | 49 | 24% | 6.9% | -26%
CC(C)(C)NC(=O)NC(=O)COC(=O)CNC(=O)C1CCCCC1 | 2% | -0.2% | -24% | 10% | -0.2% | 2.6 | 38 | 3% | 6.7% | -35%
CCOC(=O)c1[nH]c2ccc(OC)cc2c1N=CN(C)C | -16% | 0.0% | -2% | -18% | 1.1% | -1.6 | 78 | 20% | -3.1% | -5%
Cc1cccc2cc(CN(Cc3ccc(F)cc3)Cc3nnnn3C3CCCC3)c(=O)[nH]c12 | 35% | 0.0% | 1% | 3% | 0.2% | 3.6 | 52 | 0% | -1.2% | -19%
O=C(c1ccc2ccccc2c1)N1CCN(Cc2ccccc2)CC1 | 4% | -0.1% | -23% | -1% | 0.1% | 0.4 | 88 | . | 0.0% | -14%
CC(C)(C)NC(=O)C(Cc1ccccc1)NS(=O)(=O)c1cccc2nsnc12 (stereo not given) | 9% | 0.2% | -39% | 12% | -0.1% | -1.0 | 93 | -1% | -5.0% | 3%
O=C(CSc1nnc(CNc2ccccc2)o1)N1CCCc2ccccc21 | -26% | -0.1% | 2% | 14% | -0.7% | 1.1 | 56 | 3% | 0.4% | 16%
CCOc1ccc(C(=O)NCCCN2CCCC2=O)cc1 | -8% | -0.2% | -31% | -5% | 3.0% | -1.4 | 79 | 3% | -2.0% | 14%
CCc1[nH]c(C(=O)O)c(C)c1C(=O)OC | -13% | -0.2% | -18% | 7% | 0.8%[50 µM] | -0.9 | 57 | 5% | -4.6% | -15%
NC(=O)CC(NC(=O)c1ccccc1)c1ccc(N2CCc3ccccc3C2)c([N+](=O)[O-])c1 (stereo not given) | -2% | 0.4% | -34%[20 µM] | 3% | 3.4% | -1.1 | 86 | 5% | -0.7% | 23%
CN(Cc1ccccc1)CC(O)COc1ccc(CNCCOc2cccnc2)cc1 (stereo not given) | 12% | -0.2% | -23% | -1% | 0.3% | 2.6 | 58 | 3% | -3.2% | -29%
C#CCn1c(=NC(=O)c2ccccc2[N+](=O)[O-])sc2cc(S(C)(=O)=O)ccc21 | -3% | 0.1% | -40% | -6% | 9.1% | 10 | 68 | -2% | 18% | -8%
CCN(CC)c1nc2c3c(nc4c(c3c1C#N)CC(=O)N4c1ccc(Cl)cc1)NC(C)=N2 | 11% | -0.2% | 13% | -2% | 2.5% | 4.5 | 55 | 8% | -3.7% | -6%
COC(=O)c1ccc(-n2c(C)cc(C(=O)CSc3cccc[n+]3[O-])c2C)cc1 | 11% | 0.6% | -4% | -9% | -0.1% | -0.2 | 48 | 4% | -6.3% | -26%
CC1CCN(c2oc(-c3cccc4ccccc34)nc2C#N)CC1 | 16% | -0.3% | -17% | -25% | 0.2%[50 µM] | 3.7 | 59 | 0% | 0.2% | -51%
COc1ccc(OC)c(CN2CCC(CNC(=O)Nc3cccc(Cl)c3)CC2)c1 | 10% | -0.2% | 25% | 16% | 0.0% | 1.8 | 60 | 13% | 4.8% | 29%
COC(=O)/C=C/C(=O)Nc1ccc(O)c(Cl)c1 | -8% | 0.5% | 1% | -10% | -2.8% | 0.1 | 47 | ? | 1.7% | -18%
CC(=O)NC(C)C(=O)OCC(=O)Nc1ccc(Br)cc1 (stereo not given) | 5% | 0.7% | -78% | 7% | 0.4% | -1.2 | 82 | 7% | -4.3% | 22%
Cc1nnc(C)n1/N=C/c1ccccc1 | 16% | -0.1% | 23% | 0% | 0.6% | 0.5 | 64 | 6% | -2.0% | 8%
O=c1[nH]c(N2CCN(Cc3ccccc3)CC2)nc2c1CCC2 | -5% | -0.2% | -15% | 1% | . | -0.1 | 39 | . | 3.7% | -26%
COc1ccc(Br)c(C(=O)NC2CCCC2)c1 | -2% | -0.4% | -18% | 0% | 0.7% | 0.8 | 36 | 0% | 1.3% | -34%
COc1ccc(NS(=O)(=O)c2cc(NC(=O)c3ccco3)ccc2N2CCCC2)cc1 | -2% | -0.3% | 27% | 5% | 1.3%[50 µM] | 2.1 | 76 | -4% | 7.9% | -34%
C=CCn1c(=O)/c(=C2/SC(C)=C(C)N2CC)s/c1=C1/C(=O)N(CC)C(=S)N1c1ccccc1 | -6% | -0.2% | -9% | -16% | -0.5% | 3.1 | 43 | -2% | 1.5% | 15%
C=CCOC(=O)C1=C(C)NC(C)=C(C(=O)OCC=C)C1c1ccc(C)o1 | -4% | 0.4% | -32% | -2% | 0.7% | 0.6 | 54 | -4% | . | 24%
COC(=O)c1cc(NC(=O)Cc2ccc(OC)c(OC)c2)cc(C(=O)OC)c1 | 11% | -0.3% | -22% | 11% | 1.2% | 0.5 | 60 | 4% | 5.6% | .
CCCCN(CC)c1nc(-c2ccncc2)nc2ccccc12 | 53% | -0.1% | -4% | 1% | -0.7% | 6.9 | 92 | 19% | 5.2% | .
CC(C)c1ccc(/C=N/n2cnnc2)cc1 | 0% | -0.2% | 11% | -8% | -0.6% | -0.4 | 48 | -3% | -3.8% | -6%
COC(=O)c1cc2sc(Cl)cc2n1CC(=O)Nc1cccc(SC)c1 | 9% | -0.1% | -35% | 10% | 0.4% | 0.5 | 44 | 7% | 9.3% | 1%

Already shown: an excerpt of the list.
SMILES | GPR55 antagonists | GPR55 activation | KOR beta-arrestin-1 | GPR35 antagonists | UTI89 phage lysis | NTR1 ag | NTR1 ag cell count 20 µM | MgcRacGAP inhibition | KOR beta-arrestin-2 | NOD1 NF-kB reporter
COC(=O)/C=C/C(=O)Nc1ccc(O)c(Cl)c1 | -8% | 0.5% | 1% | -10% | -2.8% | 0.1 | 47 | ? | 1.7% | -18%
CC(=O)NC(C)C(=O)OCC(=O)Nc1ccc(Br)cc1 (stereo not given) | 5% | 0.7% | -78% | 7% | 0.4% | -1.2 | 82 | 7% | -4.3% | 22%
